LYPLA1 counter: blocks human lysophospholipase 1, a PME1 counter-screen; O75608; recombinant LYPLA1, FP-Rh probe fluorescence polarization; inhibition, % at 5.9 µM; actives 0.16% (n = 320,000); AID 2174;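 active means inhibition above the mean of all tested compounds plus 3 SD, set per campaign, cut at about 14% in these data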;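 further: inhibitors block serine hydrolase probe labeling of LYPLA1 so polarization falls; 0% = enzyme with DMSO and 100% = wells lacking LYPLA1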
Target sequence (O75608 whole entry, looked up): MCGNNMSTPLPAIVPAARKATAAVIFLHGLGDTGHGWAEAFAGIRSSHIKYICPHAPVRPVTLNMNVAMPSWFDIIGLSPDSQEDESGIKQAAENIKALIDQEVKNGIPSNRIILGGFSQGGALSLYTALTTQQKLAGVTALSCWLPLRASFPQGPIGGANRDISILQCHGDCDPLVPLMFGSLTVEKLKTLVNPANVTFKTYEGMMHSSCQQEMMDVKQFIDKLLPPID
LYPLA2 inh: counter-screen for PME1 inhibitors: inhibitors of human LYPLA2 | AID 2177 | actives 0.38% (n = 320,000) | O95372 | recombinant LYPLA2, FP-Rh probe fluorescence polarization | inhibition, % at 5.9 µM;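 active means inhibition above the screen-wide mean plus 3 SD, limit set per campaign, cut at about 26% in these data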;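 further: 0% = LYPLA2 with DMSO and 100% = wells lacking LYPLA2 enzyme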
PAD4 inh: PAD4 (human) enzyme inhibition. Q9UM07. recombinant PAD4, RCA probe fluorescence polarization. inhibition, % at 6.36 µM. actives 0.41% (n = 330,000);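 active means percent inhibition above a cutoff equal to the mean of all tested compounds plus 3 SD, cut at about 15% in these data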;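 further: 0% = PAD4 with RCA probe and DMSO and 100% = probe without PAD4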
PAFAH1B3 FP inh: blocks human PAF acetylhydrolase 1B catalytic subunit 3; Q15102; recombinant PAFAH1B3, FP-rhodamine probe, fluorescence polarization; inhibition, % at 3.39 µM; actives 0.28% (n = 340,000);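 active means inhibition above the screen-wide average of all tested compounds plus 3 SD, cut at about 25% in these data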;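 further: 0% = enzyme with DMSO only and 100% = wells lacking PAFAH1B3 protein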
pPAFAH inh: pPAFAH (human) enzyme inhibition; actives 1.5% (n = 330,000); inhibition, % at 3.39 µM; recombinant pPAFAH, FP-rhodamine probe fluorescence polarization; Q13093; AID 463082;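 active means inhibition above the mean inhibition across the screen plus 3 SD, cut at about 25% in these data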;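 further: inhibitors block binding of the rhodamine activity-based probe so polarization drops; 0% = enzyme with DMSO and 100% = wells lacking pPAFAH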
PREPL inhibitor: inhibitors of human prolyl oligopeptidase-like enzyme PREPL. inhibition, % at 5.96 µM. actives 0.68% (n = 320,000). recombinant PREPL, fluorescence polarization activity-based probe; in the data active means inhibition above about 43%;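 further: 0% = enzyme with DMSO and 100% = wells lacking enzyme; many of its hits are not listed in these tables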
Target sequence (Q4J6C6 whole entry, looked up): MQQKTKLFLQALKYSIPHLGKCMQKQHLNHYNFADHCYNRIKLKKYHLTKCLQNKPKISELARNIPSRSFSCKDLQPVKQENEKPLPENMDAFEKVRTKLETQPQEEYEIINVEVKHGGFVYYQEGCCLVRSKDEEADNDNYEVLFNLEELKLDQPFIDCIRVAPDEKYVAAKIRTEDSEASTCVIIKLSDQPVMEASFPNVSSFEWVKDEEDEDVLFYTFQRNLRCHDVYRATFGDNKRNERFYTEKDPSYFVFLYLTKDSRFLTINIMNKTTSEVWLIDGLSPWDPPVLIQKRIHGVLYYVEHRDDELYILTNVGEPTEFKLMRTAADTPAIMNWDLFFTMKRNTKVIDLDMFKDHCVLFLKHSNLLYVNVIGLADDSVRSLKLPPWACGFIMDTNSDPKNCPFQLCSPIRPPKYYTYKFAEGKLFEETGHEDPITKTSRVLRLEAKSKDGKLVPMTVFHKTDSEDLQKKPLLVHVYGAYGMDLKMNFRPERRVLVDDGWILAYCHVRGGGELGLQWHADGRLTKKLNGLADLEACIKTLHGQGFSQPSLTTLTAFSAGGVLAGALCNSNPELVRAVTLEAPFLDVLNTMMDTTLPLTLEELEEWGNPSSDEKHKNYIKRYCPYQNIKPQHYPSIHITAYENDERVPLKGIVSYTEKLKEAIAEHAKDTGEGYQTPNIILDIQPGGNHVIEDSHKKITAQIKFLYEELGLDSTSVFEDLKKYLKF
PAFAH1B2 inh: inhibitors of human PAFAH1B2 | actives 1.2% (n = 340,000) | recombinant PAFAH1B2, FP-rhodamine activity probe, fluorescence polarization | inhibition, % at 3.39 µM;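 active means inhibition above the mean of all tested compounds plus 3 SD, cut at about 24% in these data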;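 further: 0% = enzyme with DMSO and 100% = wells lacking PAFAH1B2; many of its hits are not listed in these tables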
GSTO1 inh: GSTO1 inhibition, counter-screen for RBBP9 inhibitors | P78417 | recombinant GSTO1, activity-based probe fluorescence polarization | inhibition, % at 5.96 µM | actives 1.1% (n = 300,000) | AID 1974;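 active means inhibition above the campaign mean inhibition plus 3 SD, cut at about 35% in these data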;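 further: 0% = GSTO1-1 with DMSO and 100% = wells lacking GSTO1-1 enzyme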
PAFAH2 FP inh: inhibitors of human PAFAH2; recombinant PAFAH2, FP-rhodamine activity probe, fluorescence polarization; inhibition, % at 3.39 µM; actives 0.99% (n = 340,000);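 active means inhibition above the mean over all tested compounds plus 3 SD, cut at about 30% in these data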;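 further: inhibitors block probe labeling of enzyme so polarization drops; 0% = enzyme with DMSO and 100% = wells lacking PAFAH2 protein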
* marks the source's active call; other numbers are inactive results; x = no result given. Not all compounds are listed; the hit share may differ from the screen's.

SMILES	LYPLA1 counter	LYPLA2 inh	PAD4 inh	PAFAH1B3 FP inh	pPAFAH inh	PREPL inhibitor	PAFAH1B2 inh	GSTO1 inh	PAFAH2 FP inh
Cc1ccc(OCCCC(=O)Nc2ccc3c(c2)OCCO3)cc1	0.6	2.9	1.0	0.6	5.1	-1.6	5.3	x	4.3
COc1ccc(NC(=O)Nc2cc(F)ccc2C)cc1	2.3	8.2	-2.2	8.9	4.0	16.9	1.2	15.2	2.0
Cc1cc(N(C)C)cc(C)[n+]1[O-]	1.9	11.8	6.8	9.4	3.4	-3.0	-1.4	0.9	10.5
Clc1ccccc1Cn1nnc(-c2ccccc2)n1	2.1	8.7	-2.8	12.9	11.1	-6.1	10.3	10.5	2.5
Cc1nn(CC(=O)NC2(C#N)CCCCC2)c(C)c1[N+](=O)[O-]	-0.8	-1.4	5.3	-2.3	-0.4	-2.5	-0.7	x	-2.3
Cc1c(-n2c(SCC(=O)O)nnc2-c2ccccc2Br)c(=O)n(-c2ccccc2)n1C	2.5	4.6	-0.8	3.7	-0.5	1.0	1.8	9.9	-7.3
O=C(CNc1ccc2ccccc2c1)N/N=C/C=C/c1cccc([N+](=O)[O-])c1	-5.8	11.5	-3.2	3.7	3.0	37.9	-3.0	1.6	-5.0
Cc1cccc(NCc2ccccc2O)n1	4.3	6.1	-5.3	-7.5	3.4	-8.2	3.3	6.0	0.3
COc1cc(NC(=O)CCNS(=O)(=O)c2ccc3c(c2)CCC(=O)N3)cc(OC)c1	-3.6	-4.5	0.9	-4.7	1.5	5.6	2.8	-0.4	-6.4
COc1ccc(OC)c(NC(=O)CN2C(=O)NC3(CCCc4ccccc43)C2=O)c1 (centres undefined)	2.6	5.5	3.7	4.5	-1.3	-1.4	2.1	x	-6.2
Cc1ccc(C)c(NC(=S)N/N=C/C(C)c2ccccc2)c1 (centres undefined)	3.6	4.8	4.9	6.6	4.5	3.8	8.8	-0.3	-7.1
CC(=O)Nc1ccc(S(=O)(=O)N2C(=O)c3cccc4cccc2c34)cc1	-2.8	-7.0	3.4	x	0.9	9.5	x	-6.2	x
O=C(Nc1nccs1)c1cccc(N2C(=O)C3C4C=CC(C4)C3C2=O)c1 (centres undefined)	1.4	6.5	5.5	5.9	2.1	-0.1	5.2	6.2	0.1
CCCNC(=S)NNC(=O)c1cc(C2CC2)nc2ccccc12	2.5	-3.2	1.4	1.1	1.4	-0.5	-4.4	-4.5	0.1
CCC(=O)N1N=C2CC(C)(C)OCC2C1c1ccccc1 (centres undefined)	-1.0	-7.3	-3.0	3.3	3.8	8.3	2.8	-1.1	0.5
CSCCNC(=O)c1ccc(OC2CCN(S(=O)(=O)N(C)C)CC2)cc1	-4.1	-4.6	-2.3	2.0	0.4	-0.8	3.2	2.0	7.0
CSc1nc(N)n2nc(-c3ccc(Cl)cc3)cc2n1	-4.8	-3.3	-2.2	x	-4.6	-45.7	x	-7.4	x
CSc1ccc(C(=O)C2CCCN(C(=O)CCn3cncn3)C2)cc1 (centres undefined)	0.8	8.8	2.2	14.0	10.3	0.1	-2.8	-2.3	-4.3
CCOC(=O)c1cnn(-c2nc(SC)nc3sc4c(c23)CCC4)c1N	-1.0	2.2	-0.1	1.9	2.8	3.7	3.7	8.6	-2.1
CCN(CC(=O)Nc1ccc(OC)cc1)C(=O)CSCc1ccc(C)cc1	-2.0	0.2	-1.0	-6.5	0.5	12.0	8.5	x	-2.5
O=C(/C=C/c1cn(-c2ccccc2)nc1-c1ccc2c(c1)OCCO2)NCCO	-12.7	-22.6	-2.4	11.7	-6.5	-0.5	1.4	-27.0	-7.7
CCn1c(SCC(=O)Nc2ccccc2F)nnc1-c1cnccn1	-0.9	4.3	-2.8	2.5	7.1	0.0	3.8	6.1	7.8
Cc1cc(=O)[nH]c2c(C)cc(S(=O)(=O)N3CCOCC3)cc12	-1.7	-0.8	-2.5	4.3	-3.0	-1.1	-3.8	-0.3	-4.0
COC(=O)COc1ccc(S(=O)(=O)N2CCOCC2)cc1C	2.2	8.0	2.0	-9.4	-1.0	4.6	-2.1	4.2	-4.0

A second format for some results above.
CCN(CC(=O)Nc1ccc(OC)cc1)C(=O)CSCc1ccc(C)cc1
  LYPLA1 counter = -2.0	LYPLA2 inh = 0.2	PAD4 inh = -1.0	PAFAH1B3 FP inh = -6.5	pPAFAH inh = 0.5	PREPL inhibitor = 12.0	PAFAH1B2 inh = 8.5	GSTO1 inh = x	PAFAH2 FP inh = -2.5

CSc1nc(N)n2nc(-c3ccc(Cl)cc3)cc2n1
  LYPLA1 counter = -4.8	LYPLA2 inh = -3.3	PAD4 inh = -2.2	PAFAH1B3 FP inh = x	pPAFAH inh = -4.6	PREPL inhibitor = -45.7	PAFAH1B2 inh = x	GSTO1 inh = -7.4	PAFAH2 FP inh = x

(further entries)
SMILES	LYPLA1 counter	LYPLA2 inh	PAD4 inh	PAFAH1B3 FP inh	pPAFAH inh	PREPL inhibitor	PAFAH1B2 inh	GSTO1 inh	PAFAH2 FP inh
CCOC(=O)/C=C1\SCC(=O)N1CC(=O)NCc1cccc(Cl)c1	-0.9	-1.4	-7.4	4.1	13.2	0.8	-0.8	-15.7	-11.0
CCN(CC)S(=O)(=O)c1cc(NC(=O)COc2ccc(C#N)cc2OC)ccc1C	-3.1	-1.1	-2.6	2.0	0.8	-2.0	-0.9	2.3	-4.4
N#Cc1ccsc1NC(=O)COC(=O)c1ccc(Br)o1	x	x	-9.0	5.2	19.8	23.8	-2.8	x	12.8
CCN(CC)c1nc(OCCNC(=O)Nc2ccccc2)nc(N(CC)CC)n1	-5.0	-8.7	-2.7	-0.4	3.9	16.2	2.6	5.9	5.5
COc1ccc(-n2c(SCC(=O)Nc3ccc(C(=O)O)cc3)nnc2-c2ccccc2)cc1OC	5.0	-10.7	-6.3	6.4	4.2	-5.2	1.0	1.1	20.3
N#Cc1ccsc1NC(=O)CN1CCN(c2ccccc2O)CC1	-4.9	-0.2	-1.6	9.9	9.8	35.2	7.3	2.0	4.2
COc1ccc(CCNS(=O)(=O)c2ccc(N3CCCC3=O)cc2)cc1	0.7	-1.9	2.1	-1.1	8.6	-0.7	1.1	14.6	-11.1
O=C(CCc1nnc(CCCCc2ccccc2)o1)NC1CCCC1	-0.5	-3.6	0.1	2.5	0.3	10.5	7.8	-1.7	-0.7
CC1=C(C(=O)OCc2ccccc2)C(c2ccccc2Cl)NC(=O)N1CCCCCC(=O)O (centres undefined)	-5.1	-8.4	0.8	8.4	7.7	3.7	4.4	-0.3	-0.8
Cc1nc(C(=O)NNC(=O)c2ccc(Cl)cc2)cs1	0.4	-2.4	-3.4	1.1	-5.8	-2.2	5.6	9.2	2.5
COc1ccc(C)cc1S(=O)(=O)N1CCN(C(=O)c2ncoc2-c2ccc(F)cc2)CC1	-4.7	-7.2	-3.5	4.6	-5.7	16.4	1.0	6.1	-3.0
COc1ccc(S(=O)(=O)N(C)CC(=O)Nc2ccc(C(N)=O)cc2)cc1OC	1.0	8.0	-1.7	6.1	1.9	7.0	6.1	3.4	-3.9
O=C(Cc1c(F)cccc1Cl)NCCc1c[nH]c2ccccc12	1.2	0.8	-6.8	2.1	4.8	-9.3	0.2	10.9	-2.5
Cc1ccc(C)c(OCc2cc(C(=O)N3CCC(N4CCCC(O)C4)CC3)no2)c1 (centres undefined)	-2.7	6.9	-2.9	1.8	7.7	-0.1	-4.0	10.8	10.1
N#Cc1nc(/C=C/c2ccccc2)oc1NCCCN1CCOCC1	3.2	7.7	-0.7	6.2	2.8	46.6*	3.3	-0.2	5.2
COc1cccc(C2CC(c3cccc(Br)c3)n3nc(N)nc3N2)c1 (centres undefined)	0.8	-6.2	-2.8	11.1	2.4	36.4	1.7	8.2	4.6
CC1CC(C)CN(CCCNC(=O)c2cc3c(=O)[nH]c4ccccc4c3n2C)C1 (centres undefined)	2.4	7.8	-0.9	5.5	-1.0	-19.1	-10.6	8.8	-3.6
CC(=O)c1ccc(N2CCN(C(=O)c3cc(C)on3)CC2)cc1	0.1	7.7	2.2	9.1	-2.4	4.5	2.5	-1.7	5.0
COCCn1cc(C(=O)N2CCC(C)CC2)c2c3ccccc3n(C)c2c1=O	2.7	12.4	-5.4	2.9	3.7	13.4	2.4	7.5	-0.5
CC(C)(C)OC(=O)N[C@@H](Cc1ccccc1)C(=O)N1CCC(C(=O)NCC(=O)O)CC1	1.4	-3.8	0.3	10.1	2.4	-5.6	5.5	-4.9	-8.7
O=C(Cc1c(F)cccc1Cl)Nc1ncc([N+](=O)[O-])s1	3.2	-1.6	-0.8	12.6	3.7	12.9	8.0	-25.0	12.7
Cc1ccc(Cn2c(=O)cc(C(=O)O)c3ccccc32)cc1	0.1	-2.1	-3.9	6.9	-4.2	6.1	-0.9	6.3	2.5
CCOC(=O)c1c(C)c(C(=O)OCC)n(C)c1C	-6.7	-0.8	-3.5	3.5	6.3	3.2	5.8	1.8	-1.2
Cc1ccc(-n2ccnc(SCC(=O)NC3CCCC3)c2=O)cc1Cl	1.0	-2.6	-2.3	6.5	3.5	1.5	0.1	16.5	-4.4
O=C(CCC(=O)Nc1ccccc1Cl)NNC(=O)Nc1cccc([N+](=O)[O-])c1	-2.9	-4.7	0.3	5.8	1.3	-0.8	0.6	-5.0	5.9

Molecules shown so far containing an aryl methoxy group, in the order listed:
SMILES	LYPLA1 counter	LYPLA2 inh	PAD4 inh	PAFAH1B3 FP inh	pPAFAH inh	PREPL inhibitor	PAFAH1B2 inh	GSTO1 inh	PAFAH2 FP inh
COc1ccc(NC(=O)Nc2cc(F)ccc2C)cc1	2.3	8.2	-2.2	8.9	4.0	16.9	1.2	15.2	2.0
COc1cc(NC(=O)CCNS(=O)(=O)c2ccc3c(c2)CCC(=O)N3)cc(OC)c1	-3.6	-4.5	0.9	-4.7	1.5	5.6	2.8	-0.4	-6.4
COc1ccc(OC)c(NC(=O)CN2C(=O)NC3(CCCc4ccccc43)C2=O)c1 (centres undefined)	2.6	5.5	3.7	4.5	-1.3	-1.4	2.1	x	-6.2
CCN(CC(=O)Nc1ccc(OC)cc1)C(=O)CSCc1ccc(C)cc1	-2.0	0.2	-1.0	-6.5	0.5	12.0	8.5	x	-2.5
CCN(CC)S(=O)(=O)c1cc(NC(=O)COc2ccc(C#N)cc2OC)ccc1C	-3.1	-1.1	-2.6	2.0	0.8	-2.0	-0.9	2.3	-4.4
COc1ccc(-n2c(SCC(=O)Nc3ccc(C(=O)O)cc3)nnc2-c2ccccc2)cc1OC	5.0	-10.7	-6.3	6.4	4.2	-5.2	1.0	1.1	20.3
COc1ccc(CCNS(=O)(=O)c2ccc(N3CCCC3=O)cc2)cc1	0.7	-1.9	2.1	-1.1	8.6	-0.7	1.1	14.6	-11.1
COc1ccc(C)cc1S(=O)(=O)N1CCN(C(=O)c2ncoc2-c2ccc(F)cc2)CC1	-4.7	-7.2	-3.5	4.6	-5.7	16.4	1.0	6.1	-3.0
COc1ccc(S(=O)(=O)N(C)CC(=O)Nc2ccc(C(N)=O)cc2)cc1OC	1.0	8.0	-1.7	6.1	1.9	7.0	6.1	3.4	-3.9
COc1cccc(C2CC(c3cccc(Br)c3)n3nc(N)nc3N2)c1 (centres undefined)	0.8	-6.2	-2.8	11.1	2.4	36.4	1.7	8.2	4.6

Compound activity (PubChem BioAssay)
